BRCT PPI green: qHTS Assay for Inhibitors of BRCT-Phosphoprotein Interaction (Green Fluorophore); BRCA1 BRCT-phosphopeptide binding, green fluorescence polarization; Potency, µM (top dose mostly 76.9 µM), inactives show top-dose activity change, negative = inhibition, usual class: inhibitors; 75,000 compounds, 0.05% hits;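 further: potency means the concentration at half of the fitted maximal effect; plate controls were peptide without protein for full effect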
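Compounds were incubated for 12 min at room temperature with a complex of 100 nM fluorescein-tagged pBACH1 decapeptide and 250 nM His-tagged BRCT protein. Buffer was phosphate pH 7.3 with EDTA, DTT and Tween 20. Disruption of binding lowers the polarization signal.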
CRE-bla Fsk: Cell signaling CRE-BLA (Fsk stim); CHO CRE-bla reporter (cAMP response element driving beta-lactamase), forskolin EC10, beta-lactamase ratio; Potency, µM (doses to about 38.2 µM), for the others: at the highest dose activity change, negative = inhibition, actives largely listed as activators; 71,000 compounds, 2.5% hits; active means well fitted activation curve with a large enough effect in the signal ratio, with a control signal flat, not every such curve was filed as active; inconclusive means small, poorly fitted or top-dose-only effect, or effect the other way, or a change in a side signal; the % refers to the signal ratio; further: potency means the concentration at half of the fitted maximal effect; % of control where 0% means no effect
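AC50 values, positive or negative, reflect shifts in EC10 NKH 477-induced CRE-bla reporter activity in CHO cells. Incubation lasted 3 h at 37 °C before CCF4 substrate (2 h, room temperature) and ratiometric 460/530 nm reading.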
BRCT PPI red: qHTS Assay for Inhibitors of BRCT-Phosphoprotein Interaction (Red Fluorophore) | Breast cancer type 1 susceptibility protein (Homo sapiens), P38398 | BRCT-phosphopeptide binding, red fluorescence polarization | Potency, µM (series often up to 76.9 µM), inactives show top-dose activity change, negative = inhibition, most hits filed as inhibitors | 75,000 compounds, 0.03% hits | AID 892, 2007; further: on the % scale 0 is the no-effect control and ±100 the full control effect
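Rhodamine-labelled pBACH1 10-mer (100 nM) bound to BRCT domain (100 nM) at pH 7.3; compounds incubated 12 min room temperature, polarization read. Free peptide defines full inhibition; unlabelled decapeptide titrated as control.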
Epigenetic mod: qHTS Assay for Epigenetic Modulators; mouse C127i GFP locus derepression, cytometry, 30 h; Potency, µM (titrated, usually from 46.1 µM), without a hit: top-dose GFP derepression (activation); 68,000 compounds, 0.09% hits; AID 597, 2007; further: % of control where 0% means no effect
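Read-out is the number of GFP-positive cells, scored as fluorescent objects 20 to 120 um wide, reflecting derepression of a silenced CMV-GFP reporter in murine C127i cells after 30 h compound exposure at 37 C.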
HBB splice mod: qHTS Assay for Modulators of Hemoglobin Beta Chain Splicing | HBB splicing reporter cell assay, activation; EGFP reporter with mutant IVS2-654 intron; response scale: normalised to 500 nM splice-correcting PNA | Potency, µM (series often up to 46.1 µM), inactives show at the top dose activation, most hits filed as activators | 65,000 compounds, 0.06% hits | AID 925, 2007; further: potency means the concentration at half of the fitted maximal effect; 0% is about no effect
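HeLa cells stably expressing EGFP interrupted by mutant beta-globin intron 2 (IVS2-654), 500/well in 2% FCS. Treated with compound for 2 days at 37C. Splicing correction scored as total well GFP intensity (488 nm excitation, 500-520 nm emission); 500 nM antisense PNA served as control.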
Ub-GFP proteasome: Ubiquitin-GFP Assay | Potency, µM (doses to about 45.9 µM), for the others: top-dose activation (GFP accumulation), hits mostly activators | Ubiquitin-GFP reporter cells, proteasome inhibition, GFP fluorescence; response scale: untreated = 0%, 10 µM MG-132 = 100% | AID 526, 2006 | 67,000 tested, under 10 active; active means well fitted activation curve with a large enough effect, not every such curve was filed as active; inconclusive means small, poorly fitted or top-dose-only effect, or another doubt; inactive means no such curve, though single readings can be large or run the other way; further: potency means the concentration at half of the fitted maximal effect
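U2OS cells stably expressing ubiquitin(G76V)-GFP, seeded overnight in 0.5% FBS medium, were exposed to compounds (qHTS, 46 uM to 2.9 nM) for 4 hr at 37 °C. GFP-positive cells were counted by laser cytometry (488 ex/515 em), normalized between basal and 10 uM MG-132.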
HADH2 inh: qHTS Assay for Inhibitors of HADH2 (Hydroxyacyl-Coenzyme A Dehydrogenase, Type II); 3-hydroxyacyl-CoA dehydrogenase type-2 (Homo sapiens), Q99714; recombinant HADH2, NADH fluorescence, beta-hydroxybutyryl-CoA; Potency, µM (series often up to 57.1 µM), without a hit: at the top dose activity change, negative = inhibition, most hits filed as inhibitors; 73,000 compounds, 3.4% hits; further: potency means the concentration at half of the fitted maximal effect; on the % scale 0 is the no-effect control and ±100 the full control effect; nearly all actives have a fitted effect of over 60% in size; many of its hits are not listed in these tables
Target sequence (Q99714 whole entry, looked up, one chain of several): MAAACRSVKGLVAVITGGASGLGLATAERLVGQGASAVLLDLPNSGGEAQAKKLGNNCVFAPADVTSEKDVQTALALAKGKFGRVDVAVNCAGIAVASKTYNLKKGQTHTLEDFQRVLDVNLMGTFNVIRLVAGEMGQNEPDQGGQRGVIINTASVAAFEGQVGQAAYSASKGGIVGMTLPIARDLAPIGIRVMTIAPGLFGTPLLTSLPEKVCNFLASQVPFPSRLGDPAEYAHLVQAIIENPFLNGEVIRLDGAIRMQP
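E. coli-expressed His-tagged HADH2 tested at 20 nM in alkaline Tris buffer (pH 9.0); oxidation of 90 uM beta-hydroxybutyryl-CoA with 1 mM NAD+ tracked fluorimetrically for 4 min.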
USP2a inh: qHTS Assay for Inhibitors of Ubiquitin-specific Protease USP2a; Ubiquitin carboxyl-terminal hydrolase 2 (Homo sapiens), O75604; USP2a enzymatic assay, qHTS inhibition; 60,000 compounds, 0.1% hits; AID 927, 2007; Potency, µM (highest dose often 38.3 µM), for inactives: at the top dose activity change, negative = inhibition, most hits filed as inhibitors;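 further: potency means the concentration at half of the fitted maximal effect; nearly all actives have a fitted effect of over 60% in size; plate controls were DMSO for no effect and NEM full inhibition control for full effect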
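USP2 core (20nM final) preincubated 30 min RT with compound, then Ub-PLA2 20nM and NBD C6-HPC 20uM final added; buffer 20mM Tris-HCl pH 8.0, 2mM CaCl2. Fluorescence Ex 460/Em 535 read at 0 and 2.5 h; normalized to NEM.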
Hsp90 Hop PPI: qHTS Assay for Disrupters of an Hsp90 Co-Chaperone Interaction; AlphaScreen TPR2A-His6 binding biotin-Hsp90 C-terminal peptide; Potency, µM (top dose mostly 57 µM), inactives show at the highest dose activity change, negative = inhibition; 71,000 compounds, 0.44% hits; AID 595, 2007; active means well fitted curve in either direction with a large enough effect; inconclusive means small, poorly fitted or top-dose-only effect, or another doubt; further: potency means the concentration at half of the fitted maximal effect; on the % scale 0 is the no-effect control and ±100 the full control effect; many of its hits are not listed in these tables
DNA Pol III inh: qHTS Assay for Inhibitors of DNA Polymerase III Holoenzyme System; reconstituted DNA polymerase III holoenzyme replication, biochemical; Potency, µM (top dose mostly 57.1 µM), for inactives: top-dose activity change, negative = inhibition; 71,000 compounds, 0.25% hits; further: potency means the concentration at half of the fitted maximal effect; on the % scale 0 is the no-effect control and ±100 the full control effect
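Reconstituted *E. coli* holoenzyme (0.35 nM Pol III, 1 nM beta, 154 nM SSB, 2 nM primase) was preincubated with compound for 15 min at RT. Synthesis on 1.4 nM ssM13Gori ran 35 min, then was stopped with PicoGreen/EDTA and read as dsDNA fluorescence.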
ALOX15 inhib: qHTS Assay for Inhibitors of 15-hLO (15-human lipoxygenase) | purified 15hLO-1, xylenol orange hydroperoxide absorbance | Potency, µM (series often up to 57.1 µM), without a hit: at the highest dose activity change, negative = inhibition, hits mostly inhibitors | 74,000 compounds, 1.4% hits; further: potency means the concentration at half of the fitted maximal effect; on the % scale 0 is the no-effect control and ±100 the full control effect; nearly all actives have a fitted effect of over 55% in size
Target sequence (P16050 whole entry, looked up): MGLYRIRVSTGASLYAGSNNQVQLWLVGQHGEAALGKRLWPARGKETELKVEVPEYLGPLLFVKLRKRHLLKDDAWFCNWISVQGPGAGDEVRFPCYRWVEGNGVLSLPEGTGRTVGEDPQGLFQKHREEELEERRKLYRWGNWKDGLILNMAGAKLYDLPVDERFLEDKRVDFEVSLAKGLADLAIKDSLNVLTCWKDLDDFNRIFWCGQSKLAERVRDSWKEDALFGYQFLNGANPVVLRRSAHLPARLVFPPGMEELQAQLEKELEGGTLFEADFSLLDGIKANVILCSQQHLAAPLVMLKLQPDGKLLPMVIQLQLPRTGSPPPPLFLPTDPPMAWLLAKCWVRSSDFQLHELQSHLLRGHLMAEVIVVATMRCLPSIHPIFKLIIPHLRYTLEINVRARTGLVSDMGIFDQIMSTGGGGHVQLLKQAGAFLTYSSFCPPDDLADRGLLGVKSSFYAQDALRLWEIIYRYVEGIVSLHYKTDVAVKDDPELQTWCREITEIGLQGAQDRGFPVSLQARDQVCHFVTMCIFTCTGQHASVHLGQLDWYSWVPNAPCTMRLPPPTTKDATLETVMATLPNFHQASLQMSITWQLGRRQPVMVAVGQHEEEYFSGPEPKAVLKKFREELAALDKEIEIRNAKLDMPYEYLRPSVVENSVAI
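Hydroperoxide formed from arachidonic acid (50 uM) by purified human 15hLO-1 (40 nM) oxidizes ferrous iron, and the ferric-xylenol orange complex is read at 573 versus 405 nm. Compounds were preincubated 15 min; reaction ran 6 min at room temperature.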
* marks the source's active call; other numbers are inactive results; ? = inconclusive; · = not tested or not shown; & = joins results of further samples; [ ] = remark or other dose. Unless noted, the call rests on the fitted dose curve; in most records, active means well fitted curve in the direction sought with a large enough effect; inconclusive means small, poorly fitted or top-dose-only effect, or another doubt; inactive means no such curve, though single readings can be large; an effect the other way counts as inactive or inconclusive.

SMILES | BRCT PPI green | CRE-bla Fsk | BRCT PPI red | Epigenetic mod | HBB splice mod | Ub-GFP proteasome | HADH2 inh | USP2a inh | Hsp90 Hop PPI | DNA Pol III inh | ALOX15 inhib
CCOC(=O)C1=C(C)N=C2SC(C)C(=O)N2C1c1ccc(OCC)c(OCC)c1 (configuration not stated) | -2.9% | 10% | -0.8% | 4% | 0.6% | 7% | -1% | 13% | -4% | 8% | 17%
CSCC[C@H](NC(=O)OC(C)(C)C)c1nnc(SCc2cccc(F)c2)o1 | 3.6% | 6% | 0.5% | 0% | 1.0%[57.5 µM] | 3% | 2% | 2% | 1% | 3% | 9%
COC(=O)C1=C(C)OC(N)=C(C#N)C1c1cc(OC)ccc1OC (configuration not stated) | -2.0% | -24% | -1.6% | 1% | -4.3% | 2% | -4% | -10% | 2% | 0% | -8%
CCCCCCCCCCCCC/C=C\[C@@H](O)[C@H](CO)NC(C)=O | 2.4% | -8% | -1.0% | 2% | · | -4% | -1% | · | 1% | 4% | -1%[25.6 µM]
Cc1ccc2c(c1)c1ncnc(N3CCN(c4ccccc4)CC3)c1n2C | 1.3% | ? | -0.2% | 2% | -0.1%[0.369 µM] | · | ? | 14% | 0% | -3% | -4%
CC1CCN(C(=O)CN(C)S(=O)(=O)c2cccc3nsnc23)CC1 | 1.1% | -15% | 0.1% | 0% | -1.9% | 4% | 4% | 0% | -1% | 1% | -3%
Cc1ccc2nc(-c3ccc(SCC(=O)Nc4cc(C)on4)nc3)[nH]c2c1 | -0.1% | ? | 2.5% | -3% | · | 2% | ? | 33%[activator] | -2% | -4% | 0%
Cn1c(NCCN2CCOCC2)nc2c1c(=O)n(Cc1cccc(Cl)c1)c(=O)n2C | -1.6% | -14% | 0.9% | -4% | -0.8%[57.5 µM] | -1% | 16% | 1% | -4% | 0% | 4%
COc1cc(C(=O)N2CCN=C2c2ccccc2)cc(OC)c1OC | 0.5% | ? | 0.7% | 0% | -0.6% | -14% | -6% | 6% | -1% | -2% | 4%
CCOc1ccc2nc(NC(=O)CSc3nnnn3C3CCCCC3)sc2c1 | 0.5% | -2% | -0.7% | 1% | -3.3% | 1% | -1% | 37%[activator] | -2% | -6% | -16%
COCC(C)n1c(C)cc(C(=O)COc2ccc(S(=O)(=O)N3CCOCC3)cc2Cl)c1C (configuration not stated) | -2.5% | -5% | 0.7% | 24% | -0.4%[57.5 µM] | 1% | 5% | 20% | -15% | -6% | 4%
CC(C)=CC/C=C1\CCC(C(=O)O)C(C(=O)O)C1 (configuration not stated) | -3.2% | -4% | 1.8% | -2% | -0.2%[9.22 µM] | ? | 25% | -15% | 0% | -2% | -8%
CSc1nc(C)cc(SCCO)n1 | 2.0% | 10% | -1.2% | -2% | -3.9% | 6% | -7% | -9% | 0% | 8% | 5%
CCc1cccc(NS(=O)(=O)c2ccc3c(c2)oc(=O)n3C)c1 | -1.5% | -6% | 0.3% | 6% | 0.6% | -7% | -2% | 15% | -4% | 0% | -10%
CCOC(=O)N1CCN(C(=O)c2cccc(OC)c2OC)CC1 | -0.9% | -6% | -1.1% | 2% | -0.2% | -6% | 6% | -1% | -1% | -2% | 3%
COC(=O)c1c(-c2ccc(C)cc2)csc1N | -1.0% | 16% | -0.2% | · | -0.5% | -4% | ? | · | -6% | -6% | -16%
CCOc1ccc(-c2nnc3ccc(SC)nn23)cc1 | 0.0% | -2% | -0.4% | 2% | -2.0% | 26% | 10% | 4% | 1% | -5% | -3%
COc1ccccc1NC(=O)CSc1nnc(Cn2c(=O)sc3ccccc32)n1C | -0.2% | 1% | -1.1% | · | -1.5% | 0% | -25% | · | -5%[2.3 µM] | -12% | -5%
CCOC(=O)CSC1=Nc2ccccc2C2=NC(CC(=O)NCc3ccccc3)C(=O)N12 (configuration not stated) | -1.1% | 1% | -0.3% | 0% | -0.3% | 8% | 25µM* | 12% | 0% | 0% | 5%
Cc1nc(NCC2CCCO2)c2nnn(Cc3ccccc3)c2n1 (configuration not stated) | 1.6% | 11% | -0.5% | 4% | · | -2% | 3% | 3% | 1% | -3% | 11%
Cc1ccc(CN2CCN(CC(=O)N3CCc4ccccc4C3)C2=O)cc1 | -1.5% | -20% | 0.0% | 2% | 3.7% | -8% | 6% | 9% | -3% | 0% | 3%
CCCCCCCCCCCCCCCCCC(=O)NC[C@@H](COP(=O)([O-])OCC[N+](C)(C)C)OCC | 2.3% | ? | -1.8% | -1% | -0.7% | 4% | 13% | 26% | 1% | 31% | 45%[activator]
Cc1cc(C)n(-c2ccc(C(=O)OCn3nnc4ccccc4c3=O)cc2)n1 | 5.0% | ? | -1.6% | 0% | 1.6% | 16% | 0% | 10% | 7% | -2% | -5%
Cc1c(Cl)cccc1Nc1ccccc1C(=O)O | 0.9%[3.08 µM] | 13%[17.1 µM] | -2.4% | -2%&1%[20.6 µM] | -0.1%[20.6 µM] | 6%[20.5 µM] | -1%[25.6 µM] | ? | -1%[26 µM] | 1%[25.6 µM] | -19%
O=C1CCC(C(=O)O)(c2ccccc2)C1 (configuration not stated) | -3.5% | -5% | -1.3% | -1% | -1.4% | 0% | 8% | 13% | -2% | -6% | -3%
O=C(Nc1cccnc1)c1cnn2cccnc12 | -1.0% | ? | -1.0% | 2% | 4.5% | -1% | -3% | -1% | -7% | -1% | 2%
COCCOC(=O)C1=C(C)Nc2nc(C)nn2C1c1ccccc1 (configuration not stated) | 0.2% | 26% | 0.3% | 0% | -1.2%[1.84 µM] | -6% | -11% | 2% | -2% | 0% | 4%
COCCNS(=O)(=O)c1cccc2cccnc12 | -4.0% | -1% | -0.8% | · | 0.9% | 2% | 0% | · | -1% | -6% | 7%
CC(=O)N1CCc2cc(S(=O)(=O)N3CCOCC3)ccc21 | -0.5% | 0% | -2.1% | -1% | -2.7% | -11% | -4% | -3% | 4% | 5% | -1%
Cc1ccc(C(OC(=O)c2ccco2)C(=O)NCc2cccs2)cc1 (configuration not stated) | 0.5% | -12% | 0.2% | 0% | 1.3% | 2% | -1% | 4% | -2% | 0% | -3%
COc1ccccc1CN1CCCC2(CCN(C(=O)c3ccco3)CC2)C1 | -1.8% | -7% | -3.9% | -1%[9.22 µM] | 0.7% | 0% | 7% | 21% | -1% | -2% | 4%
CCCCC(=O)Nc1ccc(NC(=O)c2cc(OC)c(OC)c(OC)c2)cn1 | -0.8% | ? | -1.5% | -1% | 0.0%[57.5 µM] | -4% | -1% | 6% | -3% | -2% | 2%
Cc1ccc(S(=O)(=O)N2c3ccc(S(N)(=O)=O)cc3CC2C)cc1 (configuration not stated) | -0.5% | -7% | -0.5% | 0% | -0.4% | 2% | 6% | -1% | -2% | 0% | -6%

2 entries from above in another layout:
molecule,BRCT PPI green,CRE-bla Fsk,BRCT PPI red,Epigenetic mod,HBB splice mod,Ub-GFP proteasome,HADH2 inh,USP2a inh,Hsp90 Hop PPI,DNA Pol III inh,ALOX15 inhib
COCCOC(=O)C1=C(C)Nc2nc(C)nn2C1c1ccccc1 (configuration not stated),0.2%,26%,0.3%,0%,-1.2%[1.84 µM],-6%,-11%,2%,-2%,0%,4%
COCCNS(=O)(=O)c1cccc2cccnc12,-4.0%,-1%,-0.8%,·,0.9%,2%,0%,·,-1%,-6%,7%

Screening results deposited in PubChem BioAssay by National Center for Advancing Translational Sciences (NCATS).

This is a subset; count on the stated rates, not on these rows.
